# From PubChem
# UPR CHOP act – activators of apoptotic CHOP UPR arm, primary screen, cell-based, CHO-CHOP luciferase reporter, luminescence, uHTS; UPR activation; percent of tunicamycin response over DMSO baseline; activation, % at 10 µM; actives 0.34% (n = 330,000);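 active = at 10 µM dose, activation of 40% or more, normalized to positive control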;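 note: 100% = tunicamycin at 10 µg/mL and 0% = DMSO alone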
#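 Assay system: CHO-CHOP cells, stable luciferase reporter of PERK-eIF2a-CHOP signalling / Buffer or medium: F12 plus 10% serum / Compound dosing: one dose, 10 µM in 0.5% DMSO / Times: 6 h compound treatment, 37 °C / Technique: luciferase luminescence / Read-out: % reporter activation, DMSO baseline versus tunicamycin full activation / Benchmarks: tunicamycin and DMSO controls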
# Jurkat NFkB inh – inhibitors of induced NF-kB luciferase reporter, primary screen, TCR NF-kB activation inhibitor project, cell-based, luminescence, uHTS; Jurkat, PMA/ionomycin-induced NF-kB luciferase reporter; inhibition, % at 4 µM; AID 435003, 2010; actives 0.53% (n = 330,000); in the data active = inhibition above about 50%
# CXCR6 inh – CXCR6 receptor inhibitors, primary screen, cell-based, beta-arrestin, luminescence, CHO-K1 PathHunter, 1536-well | AID 602244, 2012 | actives 0.36% (n = 360,000) | inhibition, % at 20 µM; in the data active = inhibition above about 34%, passing the limit was not always enough;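 note: antagonist mode with CXCL16 agonist at 10 nM final; 0% = 10 nM CXCL16 with DMSO and 100% = unstimulated wells without agonist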
# Target sequence (O00574 whole entry, looked up): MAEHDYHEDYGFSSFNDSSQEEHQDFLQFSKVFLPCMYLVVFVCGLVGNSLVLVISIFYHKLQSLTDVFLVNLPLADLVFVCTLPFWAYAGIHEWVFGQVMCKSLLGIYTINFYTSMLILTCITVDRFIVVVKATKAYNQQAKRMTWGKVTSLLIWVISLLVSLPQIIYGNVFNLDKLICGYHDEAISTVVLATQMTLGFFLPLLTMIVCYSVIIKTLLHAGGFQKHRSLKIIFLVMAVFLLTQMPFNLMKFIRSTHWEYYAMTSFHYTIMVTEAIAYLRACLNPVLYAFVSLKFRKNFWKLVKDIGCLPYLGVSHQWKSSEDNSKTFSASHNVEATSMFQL
# EBI2 block – EBI2 receptor antagonists, beta-arrestin recruitment, primary screen, cell-based, luminescence, 7a,25-OHC stimulation, uHTS; inhibition, % at 5 µM; actives 0.81% (n = 360,000); 7a,25-OHC stimulated; in the data active = inhibition above about 38%;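 note: enzyme fragment complementation signal reports receptor beta-arrestin coupling in cells; 0% = agonist plus DMSO wells and 100% = wells without agonist; some results beyond the cut were filed as inactive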
# Target sequence (P32249 whole entry, looked up, the tested form may be a part): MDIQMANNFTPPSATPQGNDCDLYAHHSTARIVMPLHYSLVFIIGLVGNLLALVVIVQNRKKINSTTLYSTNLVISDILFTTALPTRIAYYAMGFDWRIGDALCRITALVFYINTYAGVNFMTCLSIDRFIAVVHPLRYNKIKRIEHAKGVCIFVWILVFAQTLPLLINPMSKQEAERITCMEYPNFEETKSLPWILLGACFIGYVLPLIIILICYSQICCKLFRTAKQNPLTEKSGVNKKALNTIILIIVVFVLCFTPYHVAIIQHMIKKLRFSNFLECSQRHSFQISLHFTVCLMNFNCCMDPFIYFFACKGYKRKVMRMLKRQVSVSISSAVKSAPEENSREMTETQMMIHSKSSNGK
# CCR6 antagonist – CCR6 receptor antagonists, primary screen, cell-based, CHO-K1, luminescence, beta-arrestin, uHTS | C-C chemokine receptor type 6 (Homo sapiens), P51684 | CHO-K1 CCR6 PathHunter beta-arrestin, CCL20-stimulated | inhibition, % at 20 µM | actives 0.49% (n = 340,000);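 active = compounds whose inhibition of the agonist-driven luminescence signal at 20 µM reaches about 50%, limit read from the data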;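 note: cells stimulated with CCL20 at 14 nM final; plate controls were DMSO with CCL20 for no effect and DMSO without agonist for full effect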
# Target sequence (P51684 whole entry, looked up): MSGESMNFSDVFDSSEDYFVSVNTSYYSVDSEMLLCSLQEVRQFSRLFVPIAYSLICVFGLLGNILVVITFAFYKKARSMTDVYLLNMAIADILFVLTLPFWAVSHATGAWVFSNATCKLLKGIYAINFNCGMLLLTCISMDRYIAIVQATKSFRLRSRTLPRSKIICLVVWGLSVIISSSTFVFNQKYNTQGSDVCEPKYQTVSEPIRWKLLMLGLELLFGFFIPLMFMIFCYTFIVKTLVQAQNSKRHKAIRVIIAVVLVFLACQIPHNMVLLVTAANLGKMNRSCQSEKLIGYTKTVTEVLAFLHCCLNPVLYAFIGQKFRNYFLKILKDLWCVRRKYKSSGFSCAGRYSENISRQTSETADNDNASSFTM
# Mdm2 MdmX PPI – inhibitors of human Mdm2-MdmX association, primary screen, cell-based, luminescence, split luciferase, SaOS-2, uHTS. Protein Mdm4 (Homo sapiens) + E3 ubiquitin-protein ligase Mdm2 (Homo sapiens), …. actives 3% (n = 330,000). inhibition, % at 8 µM. SaOS-2 split-luciferase Mdm2/MdmX complementation;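 active = inhibition of at least 50% at 8 µM in the primary screen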
# Gli-Sufu block – Gli-Sufu pathway antagonists, primary screen, luciferase luminescence, Sufu-KO-LIGHT cells, uHTS | actives 0.74% (n = 340,000) | Sufu-KO-LIGHT fibroblasts, Gli luciferase reporter luminescence | inhibition, % at 5 µM;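 active = inhibition above about 55%, limit read from the data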;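 note: 0% = DMSO-treated cells and 100% = wells with medium but no cells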
# XBP1 UPR activ – activators of adaptive XBP1 UPR arm, primary screen, cell-based, CHO-XBP1 luciferase reporter, luminescence, uHTS; IRE1-XBP1 UPR activation; percent of tunicamycin response, DMSO as zero; activation, % at 20 µM; actives 0.33% (n = 330,000);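 active = versus positive control, 20 µM dose yields 30% or more activation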;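 note: 100% = tunicamycin at 10 µg/mL and 0% = DMSO only wells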
#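 Test system: CHO-XBP1 luciferase reporter cells | Buffer or medium: Serum-containing F12 medium, 10% FBS | Schedule: 6 h compound exposure at 37 °C, 5% CO2 | Detection: Steady-Glo luciferase glow luminescence, 10 min after reagent addition | Read-out basis: Activation, % of tunicamycin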
# 697 NFkB inh – inhibitors of PMA/ionomycin-induced NF-kB reporter, 697 cells, primary screen, B-cell NF-kB inhibitor project, cell-based, luminescence, uHTS. 697 B-cell NF-kB luciferase reporter, 16 h. inhibition, % at 4 µM. actives 0.33% (n = 330,000); in the data active = inhibition above about 35%
# * hit, by the source's call; x = not tested or not shown; & = joins results of further samples.
# Second line of a record – UPR CHOP act, Jurkat NFkB inh, CXCR6 inh, EBI2 block, CCR6 antagonist, Mdm2 MdmX PPI, Gli-Sufu block, XBP1 UPR activ, 697 NFkB inh
CCCC(=O)NCc1cc(-c2nn(C)c(=O)c3ccccc23)ccc1C
  0.1, -7.5, 1.8, 5.6, 7.0, 13.9, 3.4, -0.3, 13.7
O=C(CNC(=O)c1cccs1)NCC(=O)OCc1ccc(F)cc1
  -2.4, 9.3, -6.5, -3.8, 10.6, -1.0, -10.9, -1.4, 14.1
CN(C)CC(O)COc1ccc(C(C)(C)c2ccc(OCC(O)CN(C)C)cc2)cc1 (configuration not stated)
  5.2, 18.4, -3.6, -0.7, 3.9, 97.5*, 7.7, -0.9, 5.8
Cc1ccc(/C(O)=C2\C(=O)C(=O)N(CC(C)O)C2c2ccccn2)cc1 (configuration not stated)
  -0.2, -13.6, -4.6, -2.4, 2.7, 8.3, -16.2, -0.9, 10.2
NNC(=O)c1cc(-c2cccs2)nc2ccccc12
  3.7, 2.7, -27.6, -8.7, -17.3, -9.8, 12.8, -0.5, -3.2
O=c1[nH]c(SCc2ccc(Cl)cc2)nc2ccccc12
  2.5, 0.5, 82.5*, -3.1, -9.1, 16.1, -13.2, -2.2, -61.9
O=C(CSc1ccccc1F)Nc1ccc(N2CCOCC2)cc1
  1.4, -24.8, 1.8, -3.2, 8.3, 3.5, -21.0, 3.2, 9.2
COc1ccc(NS(=O)(=O)c2ccc(O)c(NC(=O)c3ccc(S(=O)(=O)N4CCCC4)cc3)c2)cc1
  -0.1, 4.6, -7.0, -20.1, 10.4, 7.8, -5.6, -2.4, 13.3
O=C(OCC(=O)N1CCN(S(=O)(=O)c2ccc(Cl)cc2)CC1)C1CC1
  -1.8, 0.3, 11.0, -10.1, -2.5, 7.7, 4.6, 0.1, 11.2
N#CC1=C(N)N2C(=C(C#N)C13CCN(Cc1ccccc1)CC3)Nc1ccccc12
  -1.2, 19.0, 2.5, -1.4, -2.2, -14.2, 13.8, 0.6, 4.9
COc1cccc(NC(=O)Nc2cc(C)ccc2F)c1
  0.3, -6.4, -8.4, 0.1, 3.5, -20.7, -39.1, 4.0, -1.3
CC(C)NC(=O)c1ccc2c(c1)N(CC(=O)N1CCCC1)C(=O)C(C)(C)O2
  -3.1, 1.9, -3.8, 3.4, -1.1, -4.8, -15.8, -2.1, -14.8
COc1cc(OC)cc(C(=O)OCC(=O)Nc2sccc2C(N)=O)c1
  2.1, -5.3, -11.0, -0.8, -10.3, -6.2, 6.0, 3.9, -3.0
CCOc1ccc(-n2c(SCC(=O)NC3CCS(=O)(=O)C3)nnc2-c2cccnc2)cc1 (configuration not stated)
  -0.7, 4.0, -10.2, -14.2, -2.1, -22.1, 36.2, -5.4, 2.6
COc1cccc(COC(=O)CSCC(=O)Nc2cccc(C)c2)c1OC
  0.7, -0.8, 5.1, -5.6, 8.2, 20.1, -2.1, -0.4, 8.8
Cc1nc(N2CCN(c3ccccn3)CC2)c2c(C)c(C(=O)Nc3ccccc3F)sc2n1
  0.2, 7.3, 7.9, 7.2, 16.2, 23.3, -20.0, 2.7, -7.8
CCC/C=N/NC(=O)c1ccc(F)cc1
  3.9, -9.8, -10.8, -4.3, -2.1, -5.0, 0.4, -0.4, 2.1
O=C(CSc1nnc(-c2ccc(F)cc2)o1)Nc1ccccc1N1CCOCC1
  0.3, 0.5, 2.2, -10.8, 3.4, -27.8, 14.4, 2.7, -13.8
CCCC1CCC(c2ccc(/C(N)=N/O)cc2)CC1 (configuration not stated)
  2.7, -14.1, -4.2, 8.8, -20.4, 5.4, 4.5, 4.5, -3.6
O=C(C[n+]1cccc(/C=N/O)c1)N(Cc1ccccc1)Cc1ccccc1
  -0.1, -14.8, -1.1, 6.8, -8.3, 1.0, 3.9, -2.4, -14.3
Cc1ccc(OCC(=O)OC(C)CN(C)Cc2ccccc2)cc1 (configuration not stated)
  1.0, 4.7, -0.9, -10.6, 6.1, -13.3, 1.1, -0.1, 24.5
COc1ccc(C(=O)NCCc2cnc[nH]2)cc1OC
  1.2, -3.5, 4.6, 1.1, 5.5, -14.7, -8.6, -2.8, 10.8
O=C(Cn1cnc2ccccc2c1=O)Nc1ccccc1N1CCOCC1
  0.9, 8.2, -1.8, 9.0, -8.0, 10.7, -1.5, 1.3, 2.9
C=CCOC(=O)C1=C(C)Nc2nnnn2C1c1cc(OC)ccc1OC (configuration not stated)
  2.8, 15.4, -6.0, -5.8, -2.2, 26.7, -2.7, -5.2, 24.7
Cc1ccc(CS(=O)(=O)CC(C)(O)c2ccc(Cl)cc2)cc1 (configuration not stated)
  -0.8, 4.1, 4.5, 4.4, 6.3, -44.5, 24.4, -3.8, -26.5
CN1C(=O)c2ccccc2C(C(=O)O)C1c1cn(C)c2ccccc12 (configuration not stated)
  -2.6, 7.1, -4.1, -7.6, 4.4, -9.3, -2.1, -2.8, -20.0
O=C1COc2ccc(C(=O)COC(=O)Cc3ccccc3F)cc2N1
  1.9, -3.0, -2.6, 7.1, 4.6, 7.2, -5.8, 0.9, 22.4
NCCCC[C@H](NC(=O)C1CCNCC1)c1nnc(CN)o1
  1.1, -3.8, x, x, x, -12.4, x, -0.9, -10.9
Nc1nc(Nc2cccc(F)c2)nc(NCCO)c1[N+](=O)[O-]
  -1.6, 8.1, -14.9, 7.6, 8.1, 6.6, 41.3, 1.2, -23.9
CC(=O)c1ccc(N2C(=O)NC3(CCCCC3)C2=O)cc1
  0.6, -12.4, -0.7, -6.4, -0.4, 8.6, -12.0, 2.1, -4.0

# Entries listed above printed as active in CXCR6 inh.
Structure	Jurkat NFkB inh	CXCR6 inh	EBI2 block	CCR6 antagonist	Mdm2 MdmX PPI	XBP1 UPR activ	697 NFkB inh
O=c1[nH]c(SCc2ccc(Cl)cc2)nc2ccccc12	0.5	82.5*	-3.1	-9.1	16.1	-2.2	-61.9

# 3 entries from above, arranged by SMILES length, rising:
# Second line of a record – UPR CHOP act, Jurkat NFkB inh, CXCR6 inh, EBI2 block, CCR6 antagonist, Mdm2 MdmX PPI, Gli-Sufu block, XBP1 UPR activ, 697 NFkB inh
CCCC1CCC(c2ccc(/C(N)=N/O)cc2)CC1 (configuration not stated)
  2.7, -14.1, -4.2, 8.8, -20.4, 5.4, 4.5, 4.5, -3.6
CN1C(=O)c2ccccc2C(C(=O)O)C1c1cn(C)c2ccccc12 (configuration not stated)
  -2.6, 7.1, -4.1, -7.6, 4.4, -9.3, -2.1, -2.8, -20.0
O=C(C[n+]1cccc(/C=N/O)c1)N(Cc1ccccc1)Cc1ccccc1
  -0.1, -14.8, -1.1, 6.8, -8.3, 1.0, 3.9, -2.4, -14.3

# (more compounds)
# Second line of a record – UPR CHOP act, Jurkat NFkB inh, CXCR6 inh, EBI2 block, CCR6 antagonist, Mdm2 MdmX PPI, Gli-Sufu block, XBP1 UPR activ, 697 NFkB inh
CCOC(=O)CC(=O)Nc1nnc(C(C)C)s1
  0.9, -1.0, -8.4, -5.1, 13.6, -6.6, 0.0, -2.3, -9.8
CN(C)c1oc(-c2ccccc2Cl)nc1C#N
  -0.3, -5.2, -1.4, -14.3, 26.4, -19.7, -37.4, -2.4, -22.2
CCOC(=O)c1c(C=O)c(C)n(Cc2ccccc2Cl)c1C
  1.1, 10.7, 2.0, 12.0, 14.7, 3.1, 8.2, -2.4, -27.1
CCCCOc1ccc(N(CC(=O)NC2CCCC2)C(=O)CCC(=O)Nc2ccccn2)cc1
  -0.4, 0.5, -1.6, 10.2, -4.9, 6.7, -1.7, -2.0, -2.3
Cc1cc(OCC(=O)Nc2ccc(S(=O)(=O)NC3=NCCCCC3)cc2)c(C(C)C)cc1Cl
  8.9, -0.7, 4.9, 27.9, 16.6, 21.5, -1.9, -2.0, -10.7
CCn1ccnc1CN(C)C(=O)c1cc(COc2c(F)cccc2F)on1
  -1.3, -9.6, 2.4, -3.5, 4.4, 15.7, -0.3, -0.3, -16.2
COC(=O)CCC(=O)Nc1nnc(C(F)(F)F)s1
  -1.4, 1.5, 2.7, 0.1, 13.0, 9.7, 2.3, 0.6, 16.7
CCOC(=O)Nc1cccc(OCC(=O)Nc2ccc(OC)cc2OC)c1
  1.1, 1.6, -1.5, 0.4, 7.7, 13.1, 0.9, 3.2, 5.8
O=C(NC1CCCCCCC1)c1cccc(S(=O)(=O)N2CCOCC2)c1
  -0.8, -12.1, 0.8, 3.9, 1.5, -26.5, -6.1, -0.5, -6.7
COc1ccccc1OC(C)C(=O)Nc1ccccc1C(=O)NCc1cccnc1 (configuration not stated)
  -1.2, -3.8, 0.6, 2.9, 8.1, -7.4, 56.0*, -3.1, 4.6
CCCCCCCC/C=C\CCCCCCCC(=O)NCCc1ccc(O)c(O)c1
  148.3*, 21.6, -0.4, 12.6, 3.5, 47.7, 57.3*, 16.7, -79.8
CCCn1c(C(C)NC(=O)c2ccccc2)nc2ccccc21 (configuration not stated)
  x, x, -12.7, -16.4, -2.0, x, 0.4, x, x
O=C(CCCCCN1C(=O)c2ccccc2C1=O)NCc1ccco1
  -3.1, 3.3, -4.3, 5.2, 21.4, 21.2, -2.7, -3.0, -9.4
Cc1cccc(C)c1OCC(=O)N(Cc1cccs1)C1CCS(=O)(=O)C1 (configuration not stated)
  3.5, 0.8, -5.0, 12.5, 3.3, -6.5, 5.2, 0.0, 5.1
CCOC(=O)Cc1csc(NC(=O)c2c(C)noc2C)n1
  2.9, 12.2, 3.4, -4.3, -4.9, -15.5, -4.0, 0.4, -4.7
CCOC(=O)c1nnn(-c2nonc2N)c1CN(CC)c1ccccc1
  -1.6, -2.9, -5.4, 3.8, -0.5, 6.4, -77.9, -1.0, -3.9
CCOCCCN(CCC#N)S(=O)(=O)c1ccc(S(=O)(=O)N2CCCC2)cc1
  2.9, -2.8, -2.0, 5.1, 4.2, 8.8, -2.4, -1.0, 6.3
O=C(c1ccccc1[N+](=O)[O-])N1CCN(c2ccc(N3CCOCC3)nn2)CC1
  0.9, -0.6, -3.3, -2.5, 6.7, 9.0, -3.0, 2.0, 9.5
CC1=C(C(=O)N2CCOCC2)C(c2cccc(C)c2)NC(=S)N1 (configuration not stated)
  -0.2, -15.2, -1.5, -13.2, -10.9, 1.2, 6.1, -0.1, 0.8
CCc1ccc2[nH]c(O)c(N=Nc3nc(-c4ccccc4)cs3)c2c1
  -1.5, -1.3, 20.2, 11.1, 49.9, 20.0, -11.2, 1.2, -1.7
O=c1c2ccccc2c(/C=N/c2ncn[nH]2)c(O)n1Cc1ccccc1
  4.2, -11.9, 5.1&1.0, -14.6&-4.9, 7.2&0.1, 22.4, 6.5&12.9, 0.1, -14.6
CCn1c(SCCC(=O)O)nnc1-c1cccnc1
  1.0, -5.1, 4.9, -3.0, 1.0, 11.0, 8.9, -2.7, 9.9
COc1ccc(C(C#N)Nc2ccc(C)cc2)cc1 (configuration not stated)
  -2.0, -1.3, 10.6, -11.6, -11.4, 0.5, -4.6, -1.2, 5.7
